TRPV1 ag: activates the human vanilloid receptor TRPV1; TRPV1-expressing cells, Fluo-8 calcium influx, agonist mode; Q8NER1; activation, % at 8.33 µM; AID 540275; 320,000 compounds, 0.19% hits; in the data active = activation above about 80%; inconclusive = between about 30% and that limit; note: 0% is about no effect
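TRPV1-expressing cells were cultured overnight at 35.5C and loaded with Fluo-8 calcium dye for 40 to 90 min at room temperature. After a 10 s baseline, compound was added and calcium influx was read kinetically for 3 min (ex 480/em 520 nm).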
BRCA1 expr act: BRCA1 expression activation; MCF7-BRCA1-FFLuc reporter, luminescence, 48 h; response scale: scaled: vehicle 0%, 10 µM genistein 100%; Potency, µM (series often up to 46.1 µM), inactives show at the top dose activation, usual class: activators; 380,000 compounds, 1.1% hits; AID 624202; note: potency is the fitted concentration of half-maximal effect; nearly all actives have a fitted effect of over 80% in size; some results filed as inactive show a strong effect at the top dose
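MCF7 cells carrying a BRCA1-firefly luciferase reporter (2000 cells/well, phenol-red free MEM) were attached for 2 h at 37 °C, then given compounds for 48 h. Luminescence was read 15 min after luciferase reagent; activity normalized to genistein (10 microM) and DMSO.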
PTAP TSG101 blk: blocks PTAP/TSG101 interaction to inhibit HIV-1 budding | Q99816 | 340,000 tested, under 10 active | Potency, µM (series often up to 115 µM), inactives show at the highest dose activity change, negative = inhibition, most hits filed as inhibitors | Fluorescence polarization, FITC-PTAP peptide / Tsg101 binding; active = well fitted inhibition curve with a large enough effect in the main read-out, with a control signal flat, not every such curve was filed as active; inconclusive = small, poorly fitted or top-dose-only effect, or effect the other way, or a change in a side signal; inactive = no such curve, though single readings can be large or run the other way; note: potency is the fitted concentration of half-maximal effect; % of control where 0% means no effect
Target sequence (Q99816 whole entry, looked up): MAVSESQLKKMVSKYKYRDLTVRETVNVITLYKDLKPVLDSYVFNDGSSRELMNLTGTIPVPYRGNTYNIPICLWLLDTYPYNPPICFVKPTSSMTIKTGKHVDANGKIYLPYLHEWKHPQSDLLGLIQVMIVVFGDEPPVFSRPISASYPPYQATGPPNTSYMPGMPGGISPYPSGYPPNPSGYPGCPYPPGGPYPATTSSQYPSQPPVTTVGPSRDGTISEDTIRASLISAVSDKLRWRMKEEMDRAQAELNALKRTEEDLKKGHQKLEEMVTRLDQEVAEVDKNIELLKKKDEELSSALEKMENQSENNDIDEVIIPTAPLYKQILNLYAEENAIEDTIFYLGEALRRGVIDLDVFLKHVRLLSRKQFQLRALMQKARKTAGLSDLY
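Fluorescence polarization binding of Tsg101 binding domain (10 uM final) to FITC-labeled PTAP peptide (50 nM final) in HEPES pH 7.5 buffer with NaCl, Tween 20, EDTA, TCEP. Compounds added before peptide; binding 20 min at RT.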
uPA generation: inhibitors of cell surface uPA generation | Potency, µM (titrated, usually from 38.3 µM), for inactives: at the highest dose activity change, negative = inhibition, most hits filed as inhibitors | cell surface uPA generation assay, qHTS | 330,000 compounds, 0.31% hits | AID 540303; active = well fitted inhibition curve with a large enough effect; inconclusive = small, poorly fitted or top-dose-only effect; inactive = no such curve, though single readings can be large or run the other way; tested in mouse RAW 264.7 cells; note: potency is the fitted concentration of half-maximal effect; % is set by controls: 0 for no effect and ±100 for the full control effect; nearly all actives have a fitted effect of over 55% in size
ASM inhibitor: inhibitors of human secretory acid sphingomyelinase; P17405; placental ASM, HMU-PC fluorogenic substrate, 60 min; Potency, µM (titrated, usually from 57.5 µM), for the others: top-dose activity change, negative = inhibition, hits mostly inhibitors; 340,000 compounds, 0.006% hits; AID 504937; note: potency is the fitted concentration of half-maximal effect
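HMU-PC0 cleavage (9 uM final) by human placental ASM, 60 min at 37 °C following 10 min compound exposure at RT; stopped at pH 10, fluorescence Ex 386/Em 447 nm.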
USP2a inh: USP2a (human) protease inhibition; O75604; USP2 core, Ub-CHOP2 coupled fluorogenic reporter, 485/531; Potency, µM (series often up to 38.3 µM), inactives show at the top dose activity change, negative = inhibition, most hits filed as inhibitors; 330,000 compounds, 0.01% hits;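 note: potency is the fitted concentration of half-maximal effect; plate controls were DMSO wells for no effect and full inhibition by NEM control for full effect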
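Cell-free coupled assay: 10nM USP2 core preincubated 30min RT with compound in Tris-HCl pH 8.0/CaCl2/CHAPS buffer, then 25nM Ub-CHOP2 and 25nM reporter substrate; fluorescence (Ex 485/Em 531) read after 60min RT, normalized to NEM inhibition, concentration-response curves fitted.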
a7 integrin act: activates integrin-mediated alleviation for muscular dystrophy. alpha7betagal myoblasts, beta-gal FDG fluorescence, 48 h. 350,000 compounds, 0.064% hits. Potency, µM (top dose mostly 38.3 µM), for the others: at the highest dose activation, most hits filed as activators;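 note: potency is the fitted concentration of half-maximal effect; 100% = response of the positive control SU9516; nearly all actives have a fitted effect of over 60% in size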
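alpha7betagal+/- myoblasts (passage 13, 250/well) treated 48 h at 37C with compounds at 1:260 dilution of DMSO stock. Lysed, then beta-galactosidase activity read as FDG fluorescence (ex 480/em 540) after 30 min, with pre-read for autofluorescence.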
ELG1 genotoxic: genotoxicity induction in ELG1-luciferase HEK293T cells; AID 504466; 330,000 compounds, 1.3% hits; HEK293T ELG1-luciferase reporter, luminescence, 16 h; Potency, µM (titrated, usually from 46 µM), for inactives: top-dose activity change, positive = activation, hits mostly activators; note: potency is the fitted concentration of half-maximal effect; % of control where 0% means no effect; nearly all actives have a fitted effect of over 60% in size
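Reporter readout depends on ELG1 protein level, which increases with genetic stress. After 16 hr compound exposure at 37 °C, luciferase activity was quantified using ONE-Glo.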
Eya2 phos inh: inhibitors of human Eya2 phosphatase activity. Potency, µM (series often up to 76.9 µM), inactives show at the top dose activity, negative = inhibition, actives largely listed as inhibitors. recombinant Eya2, OMFP fluorescence dephosphorylation (OMFP is methylfluorescein phosphate). O00167. 330,000 compounds, 0.006% hits; note: potency is the fitted concentration of half-maximal effect; % is set by controls: 0 for no effect and ±100 for the full control effect
Target sequence (O00167 whole entry, looked up): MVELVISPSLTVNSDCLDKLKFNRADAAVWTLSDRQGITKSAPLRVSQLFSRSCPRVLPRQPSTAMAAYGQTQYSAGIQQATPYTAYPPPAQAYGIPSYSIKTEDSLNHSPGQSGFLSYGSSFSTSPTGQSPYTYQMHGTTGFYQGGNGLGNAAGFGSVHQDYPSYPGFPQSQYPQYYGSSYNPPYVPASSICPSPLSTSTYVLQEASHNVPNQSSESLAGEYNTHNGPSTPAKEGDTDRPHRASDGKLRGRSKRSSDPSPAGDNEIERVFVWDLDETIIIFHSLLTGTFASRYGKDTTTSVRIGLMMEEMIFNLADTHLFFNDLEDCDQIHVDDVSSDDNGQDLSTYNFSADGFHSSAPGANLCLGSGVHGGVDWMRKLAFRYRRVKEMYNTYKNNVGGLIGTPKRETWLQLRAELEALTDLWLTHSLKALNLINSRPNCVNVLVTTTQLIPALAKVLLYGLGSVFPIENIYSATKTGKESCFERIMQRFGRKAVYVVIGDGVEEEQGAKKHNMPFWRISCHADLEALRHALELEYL
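Eya2 (0.2 uM) preincubated 10 min at ambient with compound, then OMFP substrate added at 50 uM; 10 min reaction in 50 mM HEPES pH 7.5, 50 mM NaCl, 5 uM MgCl2, 0.05% BSA, 1 mM DTT. Fluorescence read at Ex 485/Em 525 nm.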
B2AR arrestin: beta2AR (human) beta-arrestin recruitment activity; P07550; beta-arrestin recruitment to beta2AR, cell-based reporter; Potency, µM (titrated, usually from 46.1 µM), for the others: top-dose activation, usual class: activators; 330,000 compounds, 0.02% hits; AID 492947;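 note: potency is the fitted concentration of half-maximal effect; 0% = DMSO controls and full agonism = EC100 isoproterenol or metaproterenol; nearly all actives have a fitted effect of over 65% in size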
p53 reactivation: re-activators of mutant p53; H1299 p53-A138V BP100-luciferase reporter, luminescence, 24 h; 320,000 compounds, 0.063% hits; Potency, µM (doses to about 92.2 µM), for the others: at the top dose activity change, positive = activation, most hits filed as activators; note: potency is the fitted concentration of half-maximal effect; % of control where 0% means no effect; nearly all actives have a fitted effect of over 45% in size
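H1299 (p53-null), stable ts p53-A138V + BP100-Luc; 1000 cells/well, Opti-MEM/10% FBS; cpd 4 pt, 1:5; 24 h, 37 deg C, 5% CO2; detection reagent 10 min RT; luminescence.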
An asterisk follows results filed as active; ? = inconclusive; · = not tested or not shown; [ ] = dose if it differs, or a comment. Unless noted, calls come from the whole dose curve; as a rule, active = well fitted curve in the direction sought with a large enough effect; inconclusive = small, poorly fitted or top-dose-only effect, or another doubt; inactive = no such curve, though single readings can be large; an effect the other way counts as inactive or inconclusive.

SMILES	TRPV1 ag	BRCA1 expr act	PTAP TSG101 blk	uPA generation	ASM inhibitor	USP2a inh	a7 integrin act	ELG1 genotoxic	Eya2 phos inh	B2AR arrestin	p53 reactivation
Cc1ccc(-c2noc(C3CCCN(C(=O)c4ccc(Cl)cc4)C3)n2)o1 (stereo unspecified)	16	0%	-7%	-6%	-2%	1%	-64%[inhibitor]	-5%	-1%	0.3%	13%
O=C(c1ccccc1)c1ccc2ccccc2c1	·	56%	-4%	-7%	-7%	·	-12%	·	·	·	·
CCOCCn1c(=NC(=O)/C=C/c2ccccc2Cl)sc2cc(NC(C)=O)ccc21	5	-7%	1%	3%	27%	4%	-16%	-1%	-2%	-0.2%	1%
CCc1ccc(-c2nc(CS(=O)CC(=O)NCc3ccco3)c(C)o2)cc1 (stereo unspecified)	1	-48%	-2%	-3%	-5%	0%	-12%	-3%	-17%	0.0%	-4%
NC(=N\N=Cc1ccco1)/C(N)=N/N=Cc1ccco1	·	?	-1%	-1%	-1%	·	18%	·	·	·	·
CCCCOc1cccc(C2C(C(=O)c3ccc(C)o3)=C(O)C(=O)N2Cc2ccco2)c1 (stereo unspecified)	0	·	·	·	·	2%	·	-7%	-10%	0.1%	-8%
COC(=O)c1cc(S(=O)(=O)NCc2ccc(S(N)(=O)=O)cc2)oc1C	2	0%	-3%	0%	-5%	2%	4%	-3%	-2%	0.4%	-4%
O=C(NC(C(=O)N/N=C/c1ccccc1)c1n[nH]c(=O)c2ccccc12)c1ccccc1 (stereo unspecified)	0	-12%	1%	-3%	-6%	-1%	-8%	4%	26%	-0.3%	-5%
O=C(CSc1nnc(NC(=O)c2c(F)cccc2F)s1)NCc1ccco1	-3	17%	-1%	-6%	·	-1%	-10%	11%	-18%	-0.3%	6%
CN1CCN(S(=O)(=O)c2cccc(C(=O)Nc3cc(C(F)(F)F)ccc3N3CCCC3)c2)CC1	14	12%	0%	?	2%	1%	0%	9%	-10%	-0.1%	3%
Cc1ccc(CNCC(O)(c2ccccc2)c2ccc(Cl)cc2)cc1 (stereo unspecified)	2	-12%	1%	-6%	-1%	0%	-64%[inhibitor]	-5%	-9%	0.2%	-3%
Cc1cc(C)cc(N2C(=O)C3CCCN3C2=S)c1 (stereo unspecified)	2	-7%	-3%	-3%	-5%	3%	?	-2%	4%	-0.3%	3%
Cc1ccc(C)c(-n2c(N)c(C(N)=O)sc2=S)c1	22	0%	-4%	1%	2%	6%	22%	-4%	23%	-0.2%	18%
Cc1ccc(OCC(=O)Nc2cccc(S(=O)(=O)N3CCOCC3)c2)c([N+](=O)[O-])n1	10	0%	-2%	-1%	-1%	3%	0%	0%	15%	0.0%	-3%
COc1ccc(Br)cc1CNC(=O)C1CCN(c2nnc(N3CCCC3=O)s2)CC1	0	0%	-5%	-1%	1%	1%	-16%	2%	-18%	-0.2%	1%
Cc1cc(-c2nnc(CCC(=O)N3CCN(Cc4cccnc4)CC3)o2)c(C)o1	1	-4%	-3%	8%	8%	5%	20%	-9%	0%	0.3%	0%
O=C(NCCCc1ccccc1)c1cccc([N+](=O)[O-])c1	?	92%	-3%	-2%	6%	0%	-1%	0%	-12%	7.5%	12%
COc1ccc(Cc2nnc(NC(=O)Nc3ccc(F)cc3)s2)cc1OC	12	-37%	0%	-13%	4%	-9%	-19%	-1%	-17%	-0.1%	-2%
CC(=O)N(c1ccc2oc(=O)sc2c1)S(=O)(=O)c1ccccc1	0	-17%	-6%	0%	3%	-1%	-1%	-1%	1%	0.5%	26%
COc1ccc(C(=O)O/N=C(\C)c2cnccn2)cc1	1	10%	-5%	-1%	5%	0%	0%	2%	6%	-0.8%	6%

Full records as entered above. Order of screens: TRPV1 ag	BRCA1 expr act	PTAP TSG101 blk	uPA generation	ASM inhibitor	USP2a inh	a7 integrin act	ELG1 genotoxic	Eya2 phos inh	B2AR arrestin	p53 reactivation
`CCc1ccc(-c2nc(CS(=O)CC(=O)NCc3ccco3)c(C)o2)cc1` (stereo unspecified) in the list: 1	-48%	-2%	-3%	-5%	0%	-12%	-3%	-17%	0.0%	-4%
`Cc1ccc(-c2noc(C3CCCN(C(=O)c4ccc(Cl)cc4)C3)n2)o1` (stereo unspecified) in the list: 16	0%	-7%	-6%	-2%	1%	-64%[inhibitor]	-5%	-1%	0.3%	13%
`O=C(CSc1nnc(NC(=O)c2c(F)cccc2F)s1)NCc1ccco1` in the list: -3	17%	-1%	-6%	·	-1%	-10%	11%	-18%	-0.3%	6%
`COc1ccc(Cc2nnc(NC(=O)Nc3ccc(F)cc3)s2)cc1OC` in the list: 12	-37%	0%	-13%	4%	-9%	-19%	-1%	-17%	-0.1%	-2%
`O=C(c1ccccc1)c1ccc2ccccc2c1` in the list: ·	56%	-4%	-7%	-7%	·	-12%	·	·	·	·

Next section.
SMILES	TRPV1 ag	BRCA1 expr act	PTAP TSG101 blk	uPA generation	ASM inhibitor	USP2a inh	a7 integrin act	ELG1 genotoxic	Eya2 phos inh	B2AR arrestin	p53 reactivation
COC(=O)CSc1nnc(SCc2ccccc2)s1	2	-1%	-8%	-7%	1%	3%	10%	2%	3%	-0.2%	-4%
Cc1cc(C)nc(NC(=O)c2ccc(Cl)c(Cl)c2)n1	4	-22%	-1%	3%	7%	4%	19%	2%	2%	0.5%	3%
CC1(c2ccccc2Cl)NC(=O)N(CC(=O)Nc2cccnc2Cl)C1=O (stereo unspecified)	1	3%	0%	5%	2%	0%	7%	-2%	2%	0.1%	-7%
Nc1ccc2c(c1)ncn2CCCn1cnc2cc(N)ccc21	1	1%	-4%	-9%	1%	1%	-7%	2%	3%	0.5%	6%
C/C(=N\NC(=O)c1c(Cl)c(C)nn1C)c1cccc(NC(=O)C2CCCC2)c1	14	17%	-1%	-2%	-1%	1%	18%	-4%	1%	6.9%	-7%
COc1cccc(/C=C2/SC(=S)N(CCC(=O)N3CCOCC3)C2=O)c1	4	-71%	1%	·	-3%	0%	-3%	-1%	4%	0.2%	?
COc1ccc(Cl)cc1C(=O)NC(C)C	2	-18%	1%	1%	-3%	3%	-3%	0%	2%	0.6%	-4%
Cc1ccc(C(=O)NCC2CCCO2)cc1N1CCCC1=O (stereo unspecified)	-3	-4%	-5%	-1%	3%	-1%	6%	2%	-1%	-0.6%	5%
OCCN(Cc1ccccc1)Cc1ccccc1Cl	11	-6%	-8%	·	-3%	-4%	-28%[7.66 µM]	-8%	8%	0.0%	2%
O=C(Cc1nc2ccccc2[nH]1)c1ccc(Cl)cc1	1	41%	-1%	-6%	38%[activator]	0%	26%	16%	-2%	0.4%	?
CC(=O)Nc1ccc(/C=C/c2nc(-c3ccccc3O)n[nH]2)cc1	1	2%	-3%	6%	0%	1%	-4%	?	1%	-0.7%	7%
COc1ccc(C2NC(=S)NC3=C2CCc2ccccc23)cc1OC (stereo unspecified)	-2	-35%	1%	5%	4%	1%	-14%	2%	1%	2.6%	3%
CC(=O)c1cnc(-c2ccccn2)s1	4	0%	1%	-3%	19%	5%	2%	-7%	-19%	-1.0%	12%
C=CCn1c(Cc2cccs2)nnc1SCC(=O)NCc1ccco1	-4	-28%	-5%	-2%	-3%	1%	-1%	-4%	5%	0.2%	3%
CCOC(=O)c1cc2c(=O)n3cc(C)ccc3nc2n(Cc2cccnc2)c1=N	-1	·	·	·	·	0%	·	-1%	15%	-0.2%	-8%
COc1cc(OC)cc(C(=O)Nc2nnc(SCC(=O)NCC3CCCO3)s2)c1 (stereo unspecified)	0	3%	-3%	-4%	-1%	1%	9%	11%	14%	-0.1%	3%
O=C(CN1C(=O)C(=O)N(C2CCCC2)C1=O)NCCc1ccc(F)cc1	·	-8%	-3%	2%	-1%	0%	16%	4%	-18%	-0.2%	-4%
O=C(Nc1ccc2c(c1)OCCO2)C(=S)NCc1ccccc1	-3	95%	-2%	-2%	4%	-2%	5%	10%	-9%	0.0%	?
O=C(CNCc1ccccc1Cl)NCc1ccco1	3	-2%	-3%	-1%	0%	-3%	12%	5%	-2%	-0.9%	-1%
COc1ccc(-c2noc(CN3CCCC(OCc4ccccn4)C3)n2)cc1 (stereo unspecified)	1	4%	-1%	8%	3%	11%	-39%	-5%	5%	-0.5%	2%
